Source: PubChem (Johns Hopkins Ion Channel Center)
Kir21 inh: Kir2.1 (mouse) channel inhibition. AID 1672. P35561. hit rate 0.85% among 310,000. B-score at 10 µM. HEK293-Kir2.1, FluxOR thallium flux fluorescence; hits give low values;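 active = fluorescence ratio B-score at or below minus 3 SD of library scores, with starting-brightness B-score within 2 SD, cut at about -4.2 in these data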;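 also: channel flux triggered by added potassium and thallium sulfate stimulus; B-score of peak minus minimum fluorescence over baseline after thallium stimulus; more negative B-score means stronger Kir2.1 block with less thallium influx; some compounds called inactive have numbers as strong as hits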
Target sequence (P35561 whole entry, looked up): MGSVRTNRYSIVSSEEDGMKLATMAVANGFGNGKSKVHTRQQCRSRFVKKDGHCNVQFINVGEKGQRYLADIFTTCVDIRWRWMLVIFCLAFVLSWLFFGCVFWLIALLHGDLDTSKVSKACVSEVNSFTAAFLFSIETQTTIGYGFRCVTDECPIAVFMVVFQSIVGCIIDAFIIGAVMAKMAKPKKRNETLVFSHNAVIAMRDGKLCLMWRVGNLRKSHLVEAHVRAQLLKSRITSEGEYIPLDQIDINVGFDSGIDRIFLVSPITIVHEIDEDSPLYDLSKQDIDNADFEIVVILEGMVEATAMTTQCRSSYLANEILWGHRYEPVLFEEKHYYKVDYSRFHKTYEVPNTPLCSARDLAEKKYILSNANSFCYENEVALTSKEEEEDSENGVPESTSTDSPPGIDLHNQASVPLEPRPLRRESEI
CHT block: inhibitors of human choline transporter CHT; hit rate 0.86% among 310,000; CHT-expressing cells, membrane potential dye, choline response; hits give low values; B-score at 10 µM;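 active = B-score over 3 SD under the library average, and starting fluorescence ratio not unusually high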;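 also: choline stimulus applied at its EC90 after an EC20 pre-addition; B-score computed on integrated fluorescence ratio after choline addition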
Target sequence (Q9GZV3 whole entry, looked up): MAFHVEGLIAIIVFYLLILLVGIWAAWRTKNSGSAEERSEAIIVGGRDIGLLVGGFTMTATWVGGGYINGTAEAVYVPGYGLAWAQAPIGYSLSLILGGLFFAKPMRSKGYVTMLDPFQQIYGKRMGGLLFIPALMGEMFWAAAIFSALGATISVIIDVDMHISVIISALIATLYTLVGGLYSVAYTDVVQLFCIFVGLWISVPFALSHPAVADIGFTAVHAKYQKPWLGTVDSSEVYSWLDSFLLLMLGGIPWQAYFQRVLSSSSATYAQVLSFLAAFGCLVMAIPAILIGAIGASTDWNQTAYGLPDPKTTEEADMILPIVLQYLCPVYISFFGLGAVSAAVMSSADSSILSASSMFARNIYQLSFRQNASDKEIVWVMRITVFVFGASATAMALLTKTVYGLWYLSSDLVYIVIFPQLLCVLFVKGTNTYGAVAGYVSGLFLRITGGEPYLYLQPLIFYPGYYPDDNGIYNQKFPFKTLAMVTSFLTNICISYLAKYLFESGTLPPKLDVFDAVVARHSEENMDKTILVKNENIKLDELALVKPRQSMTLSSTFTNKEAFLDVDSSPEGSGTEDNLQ
* = called active by the depositor; i = inactive; . = not tested or not shown; & = joins results of further samples.

Sample of the layout, four compounds:
SMILES | Kir21 inh | CHT block
CS(=O)(=O)N1CCN(c2ccccc2[N+](=O)[O-])CC1 | 1.6 | i
COC(=O)CC1C(=O)NCCN1C(=O)Nc1ccc(Cl)cc1 (stereo not given) | 0.38 | i
COc1ccc(-n2c(C)nc3cc(C(=O)NCc4ccco4)ccc32)cc1 | 1.8 | i
COc1ccc(NC(=O)c2ccc3c(c2)NC(=O)CO3)cc1OC | -0.97 | i

The listing, repeating the preview:
SMILES | Kir21 inh | CHT block
CS(=O)(=O)N1CCN(c2ccccc2[N+](=O)[O-])CC1 | 1.6 | i
COC(=O)CC1C(=O)NCCN1C(=O)Nc1ccc(Cl)cc1 (stereo not given) | 0.38 | i
COc1ccc(-n2c(C)nc3cc(C(=O)NCc4ccco4)ccc32)cc1 | 1.8 | i
COc1ccc(NC(=O)c2ccc3c(c2)NC(=O)CO3)cc1OC | -0.97 | i
O=C(COC(=O)COc1ccc2ccccc2c1)NCC(F)(F)F | 1.5 | i
O=C(CNC(=O)c1cccc(F)c1)OCC(=O)N1CCCCC1 | -0.29 | i
O=C(c1ccc(CSc2nc3ccncc3[nH]2)cc1)N1CCCCCC1 | 0.29 | i
COc1cccc(N=CC2=C(O)CC(C)(C)CC2=O)c1 | -0.56 | i
COCCN(CCOC)c1nc(N)c2c(N)nc3c(c2c1C#N)CC(=O)N3Cc1ccc(Cl)cc1 | -0.26 | i
O=Cc1ccc(-c2cccc(C(=O)O)c2)o1 | -1.4 | i
CCn1c(SCC(=O)N(C)C2CCS(=O)(=O)C2)nnc1-c1cccs1 (stereo not given) | -0.79 | i
COc1ccc(/C(C)=N/Nc2nc(C)c(C(C)=O)s2)cc1 | 0 | i

Laid out differently: 2 of the compounds above.
CS(=O)(=O)N1CCN(c2ccccc2[N+](=O)[O-])CC1
  Kir21 inh = 1.6 | CHT block = i
O=C(c1ccc(CSc2nc3ccncc3[nH]2)cc1)N1CCCCCC1
  Kir21 inh = 0.29 | CHT block = i

Continued:
SMILES | Kir21 inh | CHT block
COc1ccc(S(=O)(=O)NCCSCc2cccs2)cc1 | -3.5 | i
Cc1cc(C)c(S(N)(=O)=O)c(C)c1N(C)S(=O)(=O)c1ccc(Cl)cc1 | -1.1 | i
O=c1c2ccccc2cnn1Cc1n[nH]c(=S)n1-c1ccc(F)cc1 | -1.7 | i
COc1ccc(C(C(=O)NC(C)(C)C)N(C(=O)Cn2nnc3ccccc32)c2cccc(C(C)=O)c2)cc1O (stereo not given) | -0.55 | i
C/C(=N\NC(=O)OC(C)(C)C)c1ccccc1Br | -0.71 | i
CCOC(=O)c1c(S(=O)(=O)N(C)C2CCCCC2)c(C)n(C)c1C | -0.35 | i
CCn1c(=O)cc(OCC(=O)NCc2cccs2)c2ccccc21 | -1.5 | i
CC(NC(=O)Nc1ccc(Br)cc1)C(C)(C)C (stereo not given) | -0.55 | i
COc1ccc(-c2nsc(SCC(=O)Nc3cc(C)on3)n2)cc1 | 1.5 | i
CCOC(=O)C1(C)C=C(Nc2ccc(OCC)cc2)C(=O)N1c1ccccc1 (stereo not given) | 1.4 | i
CCN(Cc1ccccc1)C(=O)CN1C(=O)COc2ccc(S(=O)(=O)NC3CCCC3)cc21 | -0.42 | i
Cc1c(C#N)c(N=CN(C)C)c(C(=O)c2ccccc2)n1-c1ccccc1 | -1.1 | i
CCN(CC(=O)NCc1cccs1)C(=O)CCc1c[nH]c2ccccc12 | 0.84 | i
O=C(Nc1ccc(NC(=O)c2ccccc2Cl)nc1)c1ccncc1 | 0.07 | i
COc1c(OC(C)=O)ccc(/C=C/c2ccc3ccccc3n2)c1[N+](=O)[O-] | -0.91 | i
Cc1nn(S(=O)(=O)c2ccccc2)c(C)c1S(=O)(=O)N1CCC(C)CC1 | 0.02 | i
C/C(=N\NC(=O)c1ccc(NS(=O)(=O)c2cccs2)cc1)c1ccncc1 | 2.5 | i
COc1ccc(NC(=O)CN2CCN(CC(=O)Nc3ccc(OC)cc3)CC2)cc1 | 2.5 | i
CCOC(=O)N1CCN(Cc2cc(=O)oc3ccc(Cl)cc23)CC1 | 0.92 | i
O=S(=O)(Nc1cccc(-n2cnnn2)c1)c1ccc(Cl)nc1 | 1.6 | i
COc1ccccc1CN1CCCC(CN(CCN(C)C)C(=O)C2CCCC2)C1 (stereo not given) | 1.2 | i
COc1ccc(C(=O)Nc2cccc(C(=O)N3CCCCC3)c2)cc1 | 1.8 | i
CSc1sc(C)cc1C1C(C#N)=C(N)N(c2cccnc2)C2=C1C(=O)CCC2 (stereo not given) | -1 | i
C=CCNc1ncnc2sc(SC)nc12 | -1.9 | i
CCCCNC(=S)N(CCN(CC)CC)Cc1cc2cc3c(cc2[nH]c1=O)OCO3 | -0.37 | i
CCC(=O)Nc1nc2nc(-c3ccccc3)cc(=O)n2[nH]1 | -1.1 | i
Cc1nn(Cc2ccccc2)c(C)c1NC(=O)Cn1nc([N+](=O)[O-])c(Cl)c1C | -3.2 | i
O=C(NCc1ccccc1Cl)c1ccc2ccccc2n1 | 0.16 | i
CCOC(=O)c1cc2c(s1)-c1ccccc1CC2 | -1.2 | i
COc1ccccc1/C=N/NC(=O)c1ccccc1Cl | 0 | i
CSc1ccccc1OCc1cc(C(=O)N2CCCC2c2nonc2C)no1 (stereo not given) | -0.28 | i
COc1ccc2c(c1)[C@H]1[C@H](CO2)[C@H](c2ccccc2)[C@]2(C)C(=O)Nc3cc(OC)c(OC)cc3C(=O)N12 | . | i
CC(C)NC(=O)CN(Cc1ccc(F)cc1)C(=O)CCC(=O)Nc1ccccn1 | -0.05 | i
Cc1cccc(NC(=S)N(CCN(C)C)Cc2cc3cccc(C)c3[nH]c2=O)c1 | -0.02 | i
COc1ccc(C2=NN(c3ccc(C=O)cc3)C(c3ccccc3)C2)cc1 (stereo not given) | -0.05 | i
O=C(O)Cc1ccc(N=Nc2c(O)c(C(=O)O)cc3ccccc23)cc1 | 1.6 | i
COc1ccc(OCCN(C)Cc2ccccc2)cc1 | 0.55 | i
O=C(CC(NCCc1ccccc1)C(=O)O)Nc1ccc(O)cc1 (stereo not given) | 0.01 | i
O=c1c2ccccc2ncn1-c1ccc(Cl)cc1 | 2.4&0.81 | i
COc1cc(OC)c(NC(=O)CS(=O)(=O)Cc2nc(-c3ccc(C)cc3)oc2C)cc1Cl | 0.7 | i
O=C(COc1ccc(S(=O)(=O)N2CCOCC2)cc1)Nc1cccc([N+](=O)[O-])c1 | -0.72 | i
Cc1cccc(OCC(=O)NCCCNC(=O)c2ccncc2)c1 | 0.49 | i
CC1CN(CC(O)COC(c2ccccc2)c2ccccc2)CC(C)O1 (stereo not given) | 0.11 | i
Cc1ccccc1CNC(=O)Nc1cccs1 | . | i
COc1ccc(N2CCN(C(=O)CCC(=O)N3CCOc4ccc(C)cc43)CC2)cc1 | 0 | i
O=C(Nc1nccs1)c1ccc(CSc2ccccc2)o1 | 1.2 | i
O=C1c2ccccc2C(=O)N1CCN1CCOCC1 | -0.04 | i
COc1ccc(/C=C/C(=O)c2ccc(C(=O)/C=C/c3ccc(OC)c(OC)c3)cc2)cc1OC | 0.01 | .
CCc1ccc2[nH]c3nc(N/N=C/c4ccc(O)cc4O)nnc3c2c1 | -1.2 | i
O=C(NCC1CCCO1)C1CCCN1C(=O)Nc1ccc(Cl)c(Cl)c1 (stereo not given) | 0.23 | i
NC(=O)CC(NC(=O)Cc1ccc(Br)cc1)c1ccc(N2CCN(c3ccccc3)CC2)c([N+](=O)[O-])c1 (stereo not given) | -0.27 | i
CC(C)(C)NC(=O)/C(=C\c1ccccc1F)NC(=O)c1ccc([N+](=O)[O-])cc1 | 1.4 | i
Cc1c(Cl)cccc1NC(=S)N(Cc1cccnc1)Cc1ccccc1Cl | 0.48 | i
O=C(NC(=S)Nc1ccc(S(=O)(=O)Nc2nccs2)cc1)C1CC1 | 1.3 | i
CCCCC(=O)Nc1ccc(C(=O)N2CCC(C(=O)OCC)CC2)cc1 | 0 | i
O=C(CSCc1ccc(Cl)cc1)NN=C1CCCCCC1 | -2.9 | i
Cn1c(Cc2nc3ccccc3n2C)nc2ccccc21 | 0.49 | i
C/C(=N\NC(=O)C1CCCC1)c1ccc(Cl)cc1 | 0.72 | i
O=C(Nc1ccon1)c1cnc2sccn2c1=O | -0.19 | i
COc1ccc(-c2csc3nc(C)n(-n4cccc4)c(=O)c23)cc1OC | -0.02 | i
Other results follow.
SMILES | Kir21 inh | CHT block
COc1ccc(-c2cc(C(=O)O)sc2C)cc1 | 1.9 | i
CNC(=O)N(O)C1N(/N=C/c2ccc(SC)cc2)C(=S)SC1(C)C (stereo not given) | 1.9 | i
O=C(Nc1nccc(-c2cccs2)n1)c1cccs1 | 1.1 | i
CC1CC(C)(C)NC(C)c2ccccc21 (stereo not given) | -0.08 | i
COc1ccc(NC(=O)CCNS(=O)(=O)c2ccc(C)c(C)c2)cc1OC | 0.2 | i
O=C(Nc1nnc(Cc2ccc(Cl)cc2)s1)C1CCCO1 (stereo not given) | -0.31 | i
CCOc1ccccc1N(CC(=O)NC(C)(C)C)C(=O)CCC(=O)Nc1nccs1 | 3.5 | i
CC1CCN(c2ccc3nnc(CCC(=O)Nc4ccc(F)c(F)c4)n3n2)CC1 | -1.7 | i
COC(=O)CSc1ccc2nnc(CCNS(=O)(=O)c3ccccc3)n2n1 | 0.37 | i
CCN(CC)CCOC(=O)c1cccc(OC)c1 | -0.91 | i
COc1ccccc1CC(=O)Nc1ccc(S(=O)(=O)N2CCOCC2)cc1 | 0.19 | i
COc1ccc(N(CC(=O)N/N=C/c2cccnc2)S(=O)(=O)c2ccc(C)cc2)cc1OC | 2.5 | i
COc1cc(C(=O)Nc2cc(C)c(OCC(=O)N3CCOCC3)c(C)c2)cc(OC)c1OC | 3.8 | i
COc1ccc(CNC(=O)CSc2nnc3c(n2)[nH]c2ccccc23)cc1 | -0.6 | i
CCOc1ccc(NCc2nnc(SCC(=O)Nc3nc(-c4ccccc4)cs3)n2-c2ccccc2)cc1 | -0.11 | i
Cc1ccc(OCC(=O)Nc2ccc(S(=O)(=O)Nc3ccccn3)cc2)cc1C | -0.04 | i
O=C(NCc1ccccn1)Nc1ccc(Br)cc1Cl | 1.9 | i
O=C(c1ccc2c(c1)OCO2)N1CCN(c2ccccn2)CC1 | 0.04 | i
NC(=O)C1CCN(C(=O)c2cn(-c3ccccc3)nc2-c2cccnc2)CC1 | 0.02 | i
O=C(O)CC(C(=O)NC1CCCCC1)C1CCCO1 (stereo not given) | -0.03 | i
Cc1nnsc1C(=O)NC1CCCc2c1cnn2-c1ccccc1F (stereo not given) | 0.29 | i
Oc1ccc(O)cc1 | -0.5 | i
COc1cc(-c2[nH]ncc2CN2CCc3sccc3C2)cc(OC)c1OC | 1.9 | i
CCN(CC)c1ccc(/C=N/N2CCN(Cc3ccccc3)CC2)c(O)c1 | -0.14 | i
Cc1ccc(-c2n[nH]c(=O)c3ccccc23)cc1S(=O)(=O)Nc1ccccc1 | 0.77 | i
CCc1cccc(NC(=O)CNC(=O)N2CC(=O)Nc3ccccc32)c1 | 0.09 | i
Cc1ccc(S(=O)(=O)N2CCCCC2)cc1NC(=O)CSCC(=O)O | 1.4 | i
O=C(NCCC1=CCCCC1)C(=O)NCC(c1ccco1)N1CCN(c2ccccc2)CC1 (stereo not given) | -0.01 | i
COCCn1nnnc1CN1CCN(C(=O)c2ccco2)CC1 | -0.19 | i
COc1ccc(S(=O)(=O)N2CCOCC2)cc1NC(=O)CN1CCN(C)CC1 | 0.32 | i
NS(=O)(=O)c1cccc(NC(=O)c2cccc(-c3ccc(O)cc3)c2)c1 | 0.32 | i
COc1ccccc1CNC(=O)c1ccc2nc(N3CCOCC3)sc2c1 | 1 | i
CCCN[C@H]1CCc2nc(N)sc2C1 | 1.1&-0.01 | i
O=C(O)CCC(=O)NC(c1ccccc1)c1ccccc1 | 2.1 | i
CN(C)/C=C/C(=C\C(=O)C(F)(F)F)Nc1ccc(C(F)(F)F)cc1 | -0.82 | i
CCOC(=O)N1CCC(=NNC(=O)c2cc3ccccc3cc2O)CC1 | 1.2 | i
O=C(NC1CCN(S(=O)(=O)c2cccc(F)c2)CC1)c1ccc(F)cc1 | -1.9 | i
O=C(Cn1nc(-c2ccco2)ccc1=O)Nc1cc(C(F)(F)F)ccc1Cl | -0.27 | i
CN(C(=O)c1ccccc1Br)C1CCS(=O)(=O)C1 (stereo not given) | 0.83 | i
CC(=O)N(C(C)=O)c1c(C#N)c(C)n(-c2ccccc2)c1C(=O)c1ccccc1 | 0.06 | i
CCOc1ccc(S(=O)(=O)n2ccc(C)n2)c2ccccc12 | 0.54 | i
C=CCc1cc(Cl)ccc1OCCn1ccnc1 | -1.6 | i
CC(C)(C)c1ccc(S(=O)(=O)NCCOCC(F)(F)C(F)F)cc1 | -1.5 | i
CCOC(=O)c1ccc(N2C(=O)c3n[nH]c(C)c3C2c2ccc(OC)cc2OC)cc1 (stereo not given) | 1.3 | i
C=CC[n+]1c(-c2ccc(OCC)cc2)csc1NNC(=O)Nc1ccccc1 | 0.66 | i
CC(=O)c1cccc(NC(=O)c2ccc(S(=O)(=O)N3CCCCC3)cc2)c1 | 0.17 | i
Cc1ccc(SCCCn2cncn2)cc1 | 0.89 | i
CN(C)S(=O)(=O)c1ccc(C(=O)OCC(=O)c2ccc(OC(F)F)cc2OC(F)F)cc1 | -0.7 | i
N#Cc1c(N)nc2c(c1N)CC(CO)O2 (stereo not given) | -1.8 | i
Cc1nc2sccn2c(=O)c1S(=O)(=O)Nc1ccc(N2CCN(C)CC2)cc1 | -0.67 | i
Cc1c(C(=O)NC2CCN(Cc3ccccc3)C2)oc2ccc(Br)cc12 (stereo not given) | -10* | i
CCc1nc(N)nc(N)c1-c1ccc(Cl)cc1 | -0.87 | i

Grouped by structure: those above containing a CF3 group (three)
SMILES | Kir21 inh | CHT block
O=C(COC(=O)COc1ccc2ccccc2c1)NCC(F)(F)F | 1.5 | i
CN(C)/C=C/C(=C\C(=O)C(F)(F)F)Nc1ccc(C(F)(F)F)cc1 | -0.82 | i
O=C(Cn1nc(-c2ccco2)ccc1=O)Nc1cc(C(F)(F)F)ccc1Cl | -0.27 | i
